Compound activity as filed in PubChem.
UGM FP inh – inhibitors of M. tuberculosis UDP-galactopyranose mutase. P9WIQ1. purified UGM, fluorescence polarization probe displacement. inhibition, % at 10 µM. 0.06% of 320,000 active. AID 504406; in the data active = inhibition above about 10%, passing the limit was not always enough
Target sequence (P9WIQ1 whole entry, looked up): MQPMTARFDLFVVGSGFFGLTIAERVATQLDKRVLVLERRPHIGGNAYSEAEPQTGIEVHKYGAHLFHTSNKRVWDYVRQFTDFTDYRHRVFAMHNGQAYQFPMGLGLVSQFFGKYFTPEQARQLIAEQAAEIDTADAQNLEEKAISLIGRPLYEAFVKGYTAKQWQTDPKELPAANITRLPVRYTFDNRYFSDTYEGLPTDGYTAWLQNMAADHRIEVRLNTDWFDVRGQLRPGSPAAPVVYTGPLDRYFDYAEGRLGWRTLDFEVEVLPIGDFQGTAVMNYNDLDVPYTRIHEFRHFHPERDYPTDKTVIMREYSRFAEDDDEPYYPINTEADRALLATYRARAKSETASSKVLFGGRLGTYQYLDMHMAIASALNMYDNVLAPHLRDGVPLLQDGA
The depositor's hits bear a star. Some of the compounds tested, so the mix of outcomes need not match the whole.

SMILES | UGM FP inh
NCCCC[C@H]1NC(=O)[C@H](CCC(=O)O)NC(=O)c2cc([N+](=O)[O-])cc(I)c2OCC[C@@H](C(N)=O)NC1=O | 0.4
COc1ccc(-c2cc(OC(=O)c3ccc(F)cc3)c3c(C)oc(C)c3c(=O)c2)cc1 | -2.7
CC1(C)CC[C@@]23CC[C@]4(C)[C@@](OC2=O)(C3C1)[C@H]1O[C@H]1C1[C@@]2(C)CC[C@H](O)C(C)(C)C2CC[C@]14C (some centres undefined) | -0.8
CN(C)/C=C1/C(=O)N(c2ccc([N+](=O)[O-])cc2)N=C1c1ccccc1 | 2.6
CCNC(=S)N/N=C/c1sccc1C | 4.5
C=CCn1c(SCc2nc3ccccc3c(=O)[nH]2)nc2sc3c(c2c1=O)CCCC3 | 0.5
CC(=O)O[C@@H]1/C=C/[C@](C)(O)C[C@@H](C)C/C=C/[C@H]2[C@H](O)C(C)=C(C)[C@H]3[C@H](Cc4ccccc4)NC(=O)[C@@]123 | 1.9
C#CCOCCOCCOCCNc1nc(N2CCN(C(=O)[C@H]([C@@H](C)CC)n3cc(CCCN=C(N)N)nn3)CC2)nc(N2CCN(C(=O)[C@H](C)n3cc(CCCN=C(N)N)nn3)CC2)n1 | -1.8
Cc1ccc(-c2ccc(SCC(=O)N3CCCc4ccccc43)nn2)cc1 | 1.0
COC(=O)CN1C(=O)[C@H]2[C@@H](/C=C/c3ccccc3)N3C(=O)CN(Cc4ccccn4)C(=O)[C@@]3(Cc3ccccc3)[C@H]2C1=O | 2.5
O=C(O)CC(NC(=O)Cc1ccc(Cl)cc1)c1ccco1 (centres undefined) | -0.1
Nc1c(C(=O)OCC2CCCO2)c2nc3ccccc3nc2n1-c1ccc2c(c1)OCCO2 (centres undefined) | -3.5
CCC(=O)OC1(C)C(=O)C=C2C=C(CCCCNC(=O)OC(C)(C)C)OC=C2C1=O (centres undefined) | 0.3
O=C(NCCNc1ccc2ccccc2c1)c1cccn2c(=O)c3sccc3nc12 | -0.1
CCn1c2ccc(Cl)cc2c2nc3ccccc3nc21 | -1.8
COc1cc(CCC(=O)N2CCN(c3ccc(N4CCOCC4)nn3)CC2)cc(OC)c1OC | 4.9
C/C(CCN1CCc2nc(-c3ccccc3)c(-c3ccccc3)cc2C1)=N\O[C@@H](C)c1cn([C@H](CO)Cc2ccccc2)nn1 | -0.3
CN1C(=O)NC(=O)/C(=C\C=C\c2ccccc2[N+](=O)[O-])C1=O | 2.0
Cc1csc(NC(=O)c2sc3nc(-c4cccs4)ccc3c2N)n1 | -1.3
CC(=O)c1cnc(Nc2nc(C)c3ccccc3n2)nc1C | 0.7
CCN1C(=O)NC(=O)/C(=C\c2cn(CC(=O)O)c3ccccc23)C1=O | -0.4
COC(=O)CCCC1=CC2=CC(=O)C(C)(O)C(=O)C2=CO1 (centres undefined) | -1.4
COc1cc(-c2cc(C(=O)NN3CCN(C)CC3)c3ccccc3n2)cc(OC)c1OC | 0.7
Cc1c(Cl)cn2c(=O)cc(CN3CCN(c4ccc(F)cc4)CC3)nc2c1Cl | -0.4
Cc1cc(C)c(S(=O)(=O)Nc2cc(SCC(=O)O)c(O)c3ccccc23)cc1C | 3.1
The results go on.
SMILES | UGM FP inh
CNC(=S)N1CCC(NC(=O)c2ccco2)CC1 | -2.0
COCc1c(C(C)C)nc(C(C)C)c(/C=C/[C@@H](O)C[C@@H](O)CC(=O)O)c1-c1ccc(F)cc1 | 1.0
N#Cc1ccc(Cl)cc1NC(=O)CSc1nc2nc(-c3cccs3)cc(C(F)(F)F)c2c(=O)[nH]1 | -1.7
CC(=O)Nc1ccc(OS(=O)(=O)c2ccc(C(C)(C)C)cc2)cc1 | -1.5
O=C1NC(Cc2ccc(O)cc2)c2nc3ccc(Cl)cc3c(=O)n2-c2ccc(Cl)cc21 (centres undefined) | -0.1
CCOc1cc2nc(-c3ccc(OC)c(OC)c3)nc(N3CC(C)OC(C)C3)c2cc1OC (centres undefined) | 2.4
CCOC(=O)C(CSCC(=O)c1ccc(Br)cc1)NC(=O)OC(C)(C)C (centres undefined) | -0.8
O=C(Oc1ccc2c3c(c(=O)oc2c1)CCC3)c1ccccc1[N+](=O)[O-] | 1.6
Cc1ccc(-c2nnc(SCC(=O)n3c4c(c5ccccc53)CCCC4)o2)cc1 | 2.0
Cc1ccc2c(c1)-n1c(nc3cc(Cl)ccc3c1=O)C(Cc1ccccc1)NC2=O (centres undefined) | -1.4
O=C(O)C1=CC(=C(c2ccc(O)c(C(=O)O)c2)c2ccc(O)c(C(=O)O)c2)C=CC1=O | 1.4
CCCCN1CCCC1CNC(=O)c1cc(C#N)c2ccccc2c1OC (centres undefined) | -0.5
C/C(CC(=O)Nc1ccc(F)cc1F)=N\NC(=O)C(=O)N1CCCCC1 | -0.9
COc1ccc(/C=C2\SC(=S)N(NC(=O)c3ccncc3)C2=O)cc1OC | -0.1
C=CCn1c(=O)/c(=C2/Sc3cc(OC)ccc3N2C)s/c1=C1\C(=O)N(CC)C(=S)N1C | -4.1
O=C(/C=C/c1cn(CC(O)CN2CCOCC2)c2ccccc12)c1cccs1 (centres undefined) | -1.7
COc1cccc(NC(=O)CN(C)C(=O)c2cc3c(s2)CCC3)c1 | -0.8
Nc1ccc(O)c2ccccc12 | 3.7
CCN1CCN(CCCOc2ccc(-c3ccccc3)cc2)CC1 | 1.6
N#Cc1c(N2CCOCC2)nc(N2CCCCC2)c2c1CCN(C1CCCCC1)C2 | 0.6
Oc1ccc(O)c2c1C1c3ccccc3C2c2ccccc21 | 1.5
COc1ccccc1N1CCN(C(=O)c2ccc3c(c2)NC(=O)C(CSCc2ccccc2C)N3)CC1 (centres undefined) | 2.4
CC1(N2CCOCC2)CC2(O)C(=[N+]1[O-])CCc1nonc12 (centres undefined) | -0.3
Cc1ccc(C2NC(C(=O)O)CS2)cc1 (centres undefined) | 1.0
C#CCOCCOCCOCCNc1nc(N2CCN(C(=O)[C@H]([C@@H](C)CC)n3cc([C@@H](N)CC(C)C)nn3)CC2)nc(N2CCN(C(=O)[C@H](Cc3ccc(O)cc3)n3cc([C@@H](N)CC(C)C)nn3)CC2)n1 | 0.2
Next compounds follow.
SMILES | UGM FP inh
O=c1/c(=C/c2ccc(O)cc2)sc2nc3cc(Br)cnc3n12 | -0.1
CCOC(=O)c1[nH]c2ccc(Br)cc2c1NC(=O)CCN1CCCC(C)C1 (centres undefined) | -0.1
CCNc1nc(NCC)nc(Oc2ccc(OCc3ccccc3)nn2)n1 | -0.5
COc1ccc2cc(/C=N/NC(=O)CN(c3ccccc3)S(=O)(=O)c3ccccc3)c(Cl)nc2c1 | 1.3
O=C(COC(=O)CC(c1ccccc1)c1ccccc1)Nc1c(F)cccc1F | -3.8
Cc1ccc2nc3n(c(=O)c2c1)-c1cc(Cl)ccc1C(=O)NC3Cc1ccccc1 (centres undefined) | -2.8
O=C1NC(=O)N(c2ccccc2)C(=O)/C1=C/c1ccc2c(c1)Cc1ccccc1-2 | 4.0
O=c1[nH]c(=O)n(-c2ccccc2)c(O)c1C=NC12CN3CN(CN(C3)C1)C2 | -2.6
COc1cc(/C=C/C2=NC(=O)C(C)(C)O2)ccc1O | -0.3
Cc1ccc(N(C(=O)c2ccn[nH]2)C(C(=O)NC2CCCC2)c2cccs2)cc1 (centres undefined) | -2.3
Cc1ccc(OCCOCCn2cnc3ccccc3c2=O)cc1C | -0.8
CC1=NN(C(N)=S)C(=O)C1N=Nc1ccc(C)cc1C (centres undefined) | 0.8
CC(=O)Cc1nnn(-c2cc(C)on2)n1 | 2.9
Cc1cccc(-c2nnc3n2N=C(c2ccc(Br)cc2)CS3)c1 | -0.9
Cc1cc(C)nc(/N=C(\N)Nc2ccc(S(=O)(=O)Nc3nc(C)cc(C)n3)cc2)n1 | 2.4
CCOc1cc(NC(=O)c2cnccn2)c(OCC)cc1NC(=O)c1cccc(F)c1 | -2.7
O=C(Cn1nc(-c2ccc3c(c2)OCCO3)ccc1=O)Nc1ccc(N2CCOCC2)cc1 | 3.2
O=C(O)c1ccc(/C=N/NC(=O)C2CC2(c2ccccc2)c2ccccc2)cc1 (centres undefined) | 0.3
CCNC(=S)N/N=C/c1ccc(F)cc1 | 2.7
C[C@]12CC[C@H](O)CC1=CC[C@@H]1[C@@H]2CC[C@@]2(C)[C@H]1CC[C@]2(C)O | 0.6
CC(C)C1CCC(C(=O)N[C@H](Cc2ccccc2)C(=O)O)CC1 (some centres undefined) | -3.8
COC(=O)C1=C(C)N2C(=O)CSC2=NC1c1ccc2c(c1)OCO2 (centres undefined) | -1.0
O=C(N/N=C/c1ccc(N2CCCCC2)o1)C(O)(c1ccccc1)c1ccccc1 | -3.8
Cc1ccc(-n2c(C)c([N+](=O)[O-])c3ccc(O)cc32)cc1 | 1.3
COc1ccc(-c2nncnn2)cc1 | 2.0

The last 6 entries of the part above open the next one:
SMILES | UGM FP inh
C[C@]12CC[C@H](O)CC1=CC[C@@H]1[C@@H]2CC[C@@]2(C)[C@H]1CC[C@]2(C)O | 0.6
CC(C)C1CCC(C(=O)N[C@H](Cc2ccccc2)C(=O)O)CC1 (some centres undefined) | -3.8
COC(=O)C1=C(C)N2C(=O)CSC2=NC1c1ccc2c(c1)OCO2 (centres undefined) | -1.0
O=C(N/N=C/c1ccc(N2CCCCC2)o1)C(O)(c1ccccc1)c1ccccc1 | -3.8
Cc1ccc(-n2c(C)c([N+](=O)[O-])c3ccc(O)cc32)cc1 | 1.3
COc1ccc(-c2nncnn2)cc1 | 2.0
Cc1cc2cc(CNC(=O)c3cc4ccccc4o3)ccc2n1C | 2.0
O=C(OCn1ncc(Cl)c(Cl)c1=O)c1ccc(F)cc1 | 0.6
COc1ccc(C2=CC3=CC(=O)C(C)(O)C(=O)C3=CO2)cc1 (centres undefined) | 1.5
CCC(C)[C@H]1CN=C(N)N1CC1CCCCC1 (some centres undefined) | 0.1
COC(=O)CCC(=O)OC1(C)C(=O)C2=CN(Cc3ccco3)C(c3ccc(OC)cc3)=CC2=C(Br)C1=O (centres undefined) | -0.4
Cc1cc(NC(=O)CSc2nc3cc(Cl)ccc3c(=O)n2CC(C)C)no1 | -0.2
Cc1[nH]nc(N)c1N=Nc1ccc(Br)cc1 | 2.0
Cc1ccc(NC(=O)Cc2nnc(SCC(=O)c3ccc(Br)cc3)n2C)cc1Cl | -2.7
COC(=O)c1cccc(C23CC4(C2)[C@H](CN(Cc2ccc(C(F)(F)F)cc2)[C@@H]4c2ccccc2)C3c2ccc(C(F)(F)F)cc2)c1 (some centres undefined) | 1.1
Cc1ccc(/C=C/C(=O)NCc2ccco2)o1 | 0.1
CC(O)(CS(=O)(=O)c1ccc(F)cc1)C(=O)Nc1ccc(C#N)c(C(F)(F)F)c1 (centres undefined) | -2.4
COC(=O)c1sc2ncn(N)c(=O)c2c1C | -0.3
O=C(Nc1nnc(SCc2c(Cl)cccc2Cl)s1)c1ccc2ncsc2c1 | 0.4
COc1ccc(/C=N\NC(=O)c2cccc([N+](=O)[O-])c2)cc1Cn1cc([N+](=O)[O-])cn1 | 0.2
Cc1ccc2nc3n(c(=O)c2c1)-c1ccc(Cl)cc1C(=O)NC3CC(C)C (centres undefined) | -3.4
CCOC(=O)c1ccccc1NC(=O)c1c(N)n(C)c(=O)[nH]c1=O | -2.7
Cc1ccc2c(=O)n3c(nc2c1)C(Cc1ccccc1)NC(=O)c1cc(Cl)ccc1-3 (centres undefined) | -0.5
O=C(Nc1ccccc1-c1nc2ccccc2[nH]1)c1sc2ccccc2c1Cl | -1.0
N#Cc1c(Cl)c(Cl)c2nnc(-c3ccc(Br)cc3)n2c1Cl | 0.8
O=C1c2ccccc2CN1CCSC(=S)N1CCSCC1 | 2.0
C#CCOCCOCCOCCNc1nc(N2CCN(C(=O)CCCCCCCCCCNC(=O)[C@H]([C@@H](C)CC)n3cc(CCCCN=C(N)N)nn3)CC2)nc(N2CCN(C(=O)CCCCCCCCCCNC(=O)[C@H](CCCCN)n3cc(C[C@@H](C)CC)nn3)CC2)n1 | -0.5
Cc1ccc2nc(-c3ccc(NC(=O)CN(C)S(=O)(=O)c4ccccc4)cc3)sc2c1 | 0.7
CC/C(=N\NS(C)(=O)=O)c1ccccc1 | -1.1
COC(=O)c1ccc(CSc2nc3sc(C(=O)O)c(C)c3c(=O)[nH]2)cc1 | -1.3
C=CCN1/C(=C2/SC(=S)N(C)C2=O)Sc2ccccc21 | 0.1

4 entries from above, set out differently:
smiles	UGM FP inh
CCC(C)[C@H]1CN=C(N)N1CC1CCCCC1 (some centres undefined)	0.1
COC(=O)CCC(=O)OC1(C)C(=O)C2=CN(Cc3ccco3)C(c3ccc(OC)cc3)=CC2=C(Br)C1=O (centres undefined)	-0.4
Cc1cc(NC(=O)CSc2nc3cc(Cl)ccc3c(=O)n2CC(C)C)no1	-0.2
Cc1[nH]nc(N)c1N=Nc1ccc(Br)cc1	2.0

Next part.
SMILES | UGM FP inh
Clc1ccc2[nH]c3c(NCC4CCCO4)ncnc3c2c1 (centres undefined) | 2.9
CC(=O)OC[C@]12CC[C@H]3[C@@](C)(CC[C@H]4C(C)(C)CCC[C@]34C)[C@@H]1C[C@H](C1=CC(=O)O[C@@H]1OC(C)=O)O2 | 2.6
COc1ccc2c(c1)c(C(=O)CN1CCN(c3ccccc3)CC1)c(C)n2C | 0.6
C=CCC(NCc1ccco1)c1ccc(OC)cc1OC (centres undefined) | -2.1
COCCN1C(=S)N[C@@H](c2cccc(F)c2)C(C(=O)OC)=C1C | 1.9
COc1ccc2c(c1)n([O-])c1c([n+]2=O)CCC1 | 0.2
O=C1NC(=O)C(=C/C=C/c2coc3ccc(Br)cc3c2=O)C(=O)N1 | -4.9
C[C@@H](Oc1ccccc1)c1nnn(Cc2ccccc2)c1-c1c([C@@H](C)Oc2ccccc2)nnn1Cc1ccccc1 | -0.1
CC1(C)Cc2nc3sc(C(=O)O)c(N)c3cc2CS1 | 2.6
CCOC(=O)c1cc(C(=O)c2ccccc2O)cn2c(=O)c3c(C)c(C)sc3nc12 | 2.1
Cc1ccc(CN2CCc3c(OCC(=O)Nc4cccc(C)c4C)cccc3C2=O)cc1 | 0.9
Cc1ccn2c(c1)nc(=S)n2C(=O)c1ccco1 | -1.2
CCOC(=O)N1CCC(NC(=O)c2ccc3c(c2)sc2nc(-c4ccc(OC)cc4)cn23)CC1 | -1.7
CN1Cc2cc(C(=O)c3cc(Cl)cc(CSc4ncccn4)c3O)cnc2NC1=O | 0.7
CCCCC1=CC2=CC(=O)C(C)(OC(=O)CCC(=O)OC)C(=O)C2=CO1 (centres undefined) | -0.3
